Screening data (PubChem BioAssay)
Yp Topo-I inh: Yersinia pestis topoisomerase I inhibitors, primary screen, biochemical, cleavage product accumulation, plate reader, single point; DNA topoisomerase I (Yersinia pestis CO92); Y. pestis Topo-I cleavage product accumulation; activity, % at 10 µM; hit rate 0.064% among 360,000; AID 504884, 2011; in the data active means activity above about 50%, passing the limit was not always enough; further: inactives centre near 2
TcdB GH inh: TcdB glycohydrolase inhibitors, primary screen, biochemical, single point, plate reader; TcdB glycohydrolase enzymatic assay; AID 652162, 2013; hit rate 0.24% among 350,000; Toxin B (Clostridioides difficile), P18177; inhibition, % at 9.99 µM; in the data active means inhibition above about 10%
MazEF act: activators of E. coli MazEF toxin-antitoxin RNase, primary screen, biochemical, fluorescence, uHTS. hit rate 0.32% among 350,000. activation, % at 20 µM. AID 504720, 2011. Endoribonuclease toxin MazF (Escherichia coli (strain K12)), P0AE70. FAM/BHQ RNA-DNA oligo cleavage fluorescence, 5 h; in the data active means activation above about 50%
Target sequence (P0AE70 whole entry, looked up): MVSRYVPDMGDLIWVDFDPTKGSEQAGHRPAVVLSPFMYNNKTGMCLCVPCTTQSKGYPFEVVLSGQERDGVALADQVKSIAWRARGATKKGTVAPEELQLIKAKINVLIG
Rv3671c inh: Rv3671c serine protease inhibitors, primary screen, biochemical, fluorescence polarization, M. tuberculosis H37Rv. AID 2606, 2010. hit rate 0.048% among 320,000. P9WHR9. inhibition, % at 5.96 µM; in the data active means inhibition above about 38%;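 further: extracellular domain of Rv3671c used as enzyme; 0% = enzyme with DMSO and 100% = no enzyme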
3CLpro inhibitor: SARS-CoV 3CLpro protease inhibitors, primary screen, biochemical, quenched FRET; recombinant SARS-CoV 3CLpro, quenched FRET peptide cleavage; hit rate 0.14% among 290,000; AID 1706, 2009; Replicase polyprotein 1ab (Severe acute respiratory syndrome coronavirus), P0C6X7; inhibition, % at 6 µM; in the data active means inhibition above about 12%
Anthrax LF prot: Bacillus anthracis LF protease inhibitors, primary screen, biochemical, multiplex microsphere, MLPCN library; Lethal factor (Bacillus anthracis), P15917; multiplex microsphere protease cleavage assay; inhibition, % at 10 µM; hit rate 0.12% among 360,000; AID 588501, 2011; in the data active means inhibition above about 30%; further: plate controls were buffer without enzyme for full effect and enzyme alone for no effect
Target sequence (P15917 whole entry, looked up): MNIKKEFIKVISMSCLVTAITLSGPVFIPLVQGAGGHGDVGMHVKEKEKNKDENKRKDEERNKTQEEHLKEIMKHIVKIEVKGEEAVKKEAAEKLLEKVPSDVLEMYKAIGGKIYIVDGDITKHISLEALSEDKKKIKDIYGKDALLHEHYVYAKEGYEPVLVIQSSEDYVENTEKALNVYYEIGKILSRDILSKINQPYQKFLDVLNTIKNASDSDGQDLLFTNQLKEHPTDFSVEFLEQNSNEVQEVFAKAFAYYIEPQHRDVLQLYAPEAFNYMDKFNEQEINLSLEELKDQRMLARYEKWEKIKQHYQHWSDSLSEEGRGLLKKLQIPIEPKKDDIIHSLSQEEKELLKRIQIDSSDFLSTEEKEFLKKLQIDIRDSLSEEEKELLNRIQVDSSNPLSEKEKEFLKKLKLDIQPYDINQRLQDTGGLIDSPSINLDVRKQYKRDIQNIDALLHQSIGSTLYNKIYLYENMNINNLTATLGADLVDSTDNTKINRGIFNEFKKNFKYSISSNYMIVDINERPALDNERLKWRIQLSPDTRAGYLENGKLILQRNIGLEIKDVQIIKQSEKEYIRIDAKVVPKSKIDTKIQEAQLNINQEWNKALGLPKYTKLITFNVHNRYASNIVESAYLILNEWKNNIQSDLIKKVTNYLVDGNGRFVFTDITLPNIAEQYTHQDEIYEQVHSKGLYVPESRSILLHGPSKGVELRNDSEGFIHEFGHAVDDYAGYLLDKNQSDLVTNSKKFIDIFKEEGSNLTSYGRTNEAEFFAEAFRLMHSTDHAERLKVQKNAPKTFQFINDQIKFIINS
PfHsp40 rescue: rescue of yeast from PfHsp40 toxicity, primary screen, S. cerevisiae, ATP luminescence | S. cerevisiae expressing PfHsp40, growth rescue | growth rescue, % at 12.5 µM | hit rate 0.68% among 340,000; in the data active means growth rescue above about 28%, passing the limit was not always enough;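 further: yeast W303a lacking pdr1 and pdr3 grown in galactose medium; growth measured after three days at 30 °C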
DUSP3 inh: VHR1 phosphatase inhibitors, primary screen, biochemical, absorbance, uHTS; Dual specificity protein phosphatase 3 (Homo sapiens), P51452; AID 1654, 2009; hit rate 0.52% among 290,000; inhibition, % at 13.3 µM; recombinant VHR phosphatase, pNPP absorbance; in the data active means inhibition above about 50%; further: some compounds called inactive have numbers as strong as hits
Target sequence (P51452 whole entry, looked up): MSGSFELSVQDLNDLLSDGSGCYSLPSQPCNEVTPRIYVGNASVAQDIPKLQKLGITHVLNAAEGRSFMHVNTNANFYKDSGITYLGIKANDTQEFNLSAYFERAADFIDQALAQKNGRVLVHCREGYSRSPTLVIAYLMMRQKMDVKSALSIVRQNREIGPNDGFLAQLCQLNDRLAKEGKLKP
PriA SSB inh: inhibitors of Klebsiella pneumoniae PriA binding to SSB C-terminal tail, primary screen, biochemical, AlphaScreen; hit rate 0.6% among 430,000; PriA–SSB C-terminal tail interaction (Klebsiella pneumoniae); inhibition, % at 33 µM; AlphaScreen SSBct-PriA binding, biotinylated peptide; in the data active means inhibition mostly above about 37%, no sharp cut-off; inactive means mostly below about 20%;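 further: plate controls were negative control peptide for no effect and reference peptide for full effect; strong numbers were not always called active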
BH1578 lux ind: inducers of Vibrio cholerae quorum light production without autoinducers, primary screen, BH1578 luxS cqsA deficient, single point; hit rate 0.16% among 350,000; activation, % at 18.7 µM; V. cholerae BH1578 lux reporter, luminescence, 6 h; in the data active means activation mostly above about 9.7%, no sharp cut-off; further: not every result past the cut was called active; inactives centre near 0; reference of the scale not given here
Active calls of the source: *; & = joins results of further samples; ! = not confirmed by another sample. Not all compounds are listed. The share of hits here may be higher or lower than overall.

Results for Cc1ccc2nc(SCC(=O)Nc3cccc(S(=O)(=O)NC4=NCCCCC4)c3)[nH]c2c1 ?
Yp Topo-I inh: 9; TcdB GH inh: 0.7; MazEF act: 11; Rv3671c inh: 3; 3CLpro inhibitor: 3; PfHsp40 rescue: 2.1; DUSP3 inh: 17; PriA SSB inh: 9; BH1578 lux ind: -0.7

Results for COc1ccc(NP(=O)(Oc2ccccc2OC)Oc2ccccc2OC)cc1 ?
Yp Topo-I inh: 4; TcdB GH inh: 1.5; MazEF act: 3; Rv3671c inh: -8; 3CLpro inhibitor: 2; Anthrax LF prot: -1; PfHsp40 rescue: -0.1; DUSP3 inh: 7; PriA SSB inh: -4; BH1578 lux ind: inactive

What do the screens show for `COc1cccc(N2CC(C(=O)Nc3ccc(F)cc3)CC2=O)c1` (stereo unspecified)?
Yp Topo-I inh: 3; TcdB GH inh: 0.6; MazEF act: -11; Rv3671c inh: -3; 3CLpro inhibitor: 3; Anthrax LF prot: -2; PfHsp40 rescue: -0.4; DUSP3 inh: 1; BH1578 lux ind: inactive

What do the screens show for `COc1ccc(S(=O)(=O)N2CCCCCC2)cc1NC(=O)Cc1n[nH]c(=O)c2ccccc12`?
Yp Topo-I inh: 6; TcdB GH inh: 1.2; MazEF act: 2; Anthrax LF prot: 5; PriA SSB inh: 4; BH1578 lux ind: inactive

Results for Cn1nc(-c2ccccc2F)c2cc(C(=O)Nc3ccc4c(c3)OCCO4)sc21 ?
Yp Topo-I inh: -1; MazEF act: 8; Rv3671c inh: -84; 3CLpro inhibitor: 3; Anthrax LF prot: -5; PfHsp40 rescue: 9.6; DUSP3 inh: 22; PriA SSB inh: 13; BH1578 lux ind: 5.9

Results for O=C(CC1C[C@H](C(=O)N2CCCCC2)[C@@]2(CCc3ccccc3)c3[nH]c4ccccc4c3CCN2C1=O)NCCC1=CCCCC1 (stereo partly specified) ?
Yp Topo-I inh: 1; TcdB GH inh: 0.4; MazEF act: -5; Rv3671c inh: 2; Anthrax LF prot: 0; PfHsp40 rescue: -0.2; PriA SSB inh: -3; BH1578 lux ind: inactive

How did COc1ccc(-c2cc(C(=O)O)[nH]n2)cc1OC do in these assays?
Yp Topo-I inh: 0; TcdB GH inh: 3.6; MazEF act: -7; Rv3671c inh: -10; 3CLpro inhibitor: 3; Anthrax LF prot: -1; PfHsp40 rescue: -0.4; DUSP3 inh: 0; PriA SSB inh: -6; BH1578 lux ind: -0.4

What do the screens show for `CCN1CCN(c2cc(C)c3cc(NC(=O)c4cccc(OC)c4)ccc3n2)CC1`?
Yp Topo-I inh: -3; TcdB GH inh: 0.1; MazEF act: 3; Rv3671c inh: 9; 3CLpro inhibitor: -7; Anthrax LF prot: 2; PfHsp40 rescue: 0.7; DUSP3 inh: 8; PriA SSB inh: 12; BH1578 lux ind: -3.7

How did O=[N+]([O-])c1ccc(OCCCCN2CCCCC2)cc1 do in these assays?
Yp Topo-I inh: 0; MazEF act: -2; Rv3671c inh: -1; 3CLpro inhibitor: 5; Anthrax LF prot: 0; PfHsp40 rescue: -0.9; DUSP3 inh: 39; PriA SSB inh: -7; BH1578 lux ind: inactive

What do the screens show for `CC1(C)C2([N+](=O)[O-])CN3CN(C2)CC1([N+](=O)[O-])C3`?
Yp Topo-I inh: 2; TcdB GH inh: 0.8; MazEF act: -3; Rv3671c inh: 1; 3CLpro inhibitor: -5; Anthrax LF prot: -2; PfHsp40 rescue: 1.4; DUSP3 inh: 14; PriA SSB inh: -3; BH1578 lux ind: -0.3

What do the screens show for `CC1=C(C(=O)Nc2ccccc2C(=O)NC2CCC(C)CC2)SCCO1` (stereo unspecified)?
Yp Topo-I inh: 0; TcdB GH inh: 0.9; MazEF act: -5; Rv3671c inh: -2; 3CLpro inhibitor: 0; Anthrax LF prot: -2; PfHsp40 rescue: -1.5; DUSP3 inh: 25; PriA SSB inh: 5; BH1578 lux ind: -0.4

What do the screens show for `COc1ccc(S(=O)(=O)N2CCN(CC(=O)Nc3cc(OC)cc(OC)c3)CC2)cc1`?
Yp Topo-I inh: -4; MazEF act: 5; Rv3671c inh: 4; 3CLpro inhibitor: 4; Anthrax LF prot: 0; PfHsp40 rescue: 0.4; DUSP3 inh: 16; PriA SSB inh: 5; BH1578 lux ind: 2.2

Results for CCc1oc2ccccc2c1C(=O)c1cc(Br)c(O)c(Br)c1 ?
Yp Topo-I inh: -2; TcdB GH inh: -2.6; MazEF act: -3; Rv3671c inh: 1; 3CLpro inhibitor: 4&4; Anthrax LF prot: -2; PfHsp40 rescue: 259*!; DUSP3 inh: 12&-13; PriA SSB inh: -3; BH1578 lux ind: 0.6&15

Results for COc1ccc(C(=O)C2CCCN(C(=O)C3=CCCC3)C2)cc1OC (stereo unspecified) ?
Yp Topo-I inh: 5; TcdB GH inh: 0.8; MazEF act: 5; Rv3671c inh: 1; 3CLpro inhibitor: 5; Anthrax LF prot: -10; PfHsp40 rescue: -1.5; DUSP3 inh: 10; PriA SSB inh: -15; BH1578 lux ind: -1.4

What do the screens show for `CCN(CC)C(=O)CSc1nc(N)c(-c2ccccc2)c(=O)[nH]1`?
Yp Topo-I inh: -6; TcdB GH inh: -1.0; MazEF act: 0; Rv3671c inh: -2; 3CLpro inhibitor: 1; Anthrax LF prot: -1; PfHsp40 rescue: -1.9; DUSP3 inh: 30; PriA SSB inh: -26; BH1578 lux ind: inactive

Results for CCCCCCSc1cc(-c2nc3cc(C)ccn3c2NC2CCCCC2)ccc1OC ?
Yp Topo-I inh: 20; TcdB GH inh: 1.0; MazEF act: -45; Rv3671c inh: 3; Anthrax LF prot: -7; PfHsp40 rescue: 1.0; PriA SSB inh: 10; BH1578 lux ind: -8.3

What do the screens show for `O=[N+]([O-])c1ccccc1Oc1ccc(Cl)c2cccnc12`?
Yp Topo-I inh: 15; TcdB GH inh: 1.5; MazEF act: 3; Rv3671c inh: 4; 3CLpro inhibitor: -5; Anthrax LF prot: -2; PfHsp40 rescue: 0.1; DUSP3 inh: 20; PriA SSB inh: 19; BH1578 lux ind: inactive

Results for COc1cccc(OCC(O)CN2CCC(C)CC2)c1 (stereo unspecified) ?
Yp Topo-I inh: -9; MazEF act: 7; Rv3671c inh: -7; 3CLpro inhibitor: -2; Anthrax LF prot: 1; PfHsp40 rescue: 0.1; DUSP3 inh: 15; PriA SSB inh: -4; BH1578 lux ind: inactive

Results for C=CCn1c(SCC(=O)N(CCC)C2CCS(=O)(=O)C2)nnc1-c1ccccc1OC (stereo unspecified) ?
Yp Topo-I inh: 1; TcdB GH inh: 1.6; MazEF act: -3; Rv3671c inh: 11; Anthrax LF prot: -3; PfHsp40 rescue: -0.8; PriA SSB inh: -3; BH1578 lux ind: inactive

Results for Cn1c(SCC(=O)NC2CCCC2)nnc1-c1ccco1 ?
Yp Topo-I inh: -7; TcdB GH inh: 1.9; MazEF act: 14; Rv3671c inh: -7; 3CLpro inhibitor: 0; Anthrax LF prot: -2; PfHsp40 rescue: 0.3; DUSP3 inh: 22; PriA SSB inh: -1; BH1578 lux ind: -0.2

2 records drawn at random from those above:
What do the screens show for `O=[N+]([O-])c1ccccc1Oc1ccc(Cl)c2cccnc12`?
Yp Topo-I inh: 15; TcdB GH inh: 1.5; MazEF act: 3; Rv3671c inh: 4; 3CLpro inhibitor: -5; Anthrax LF prot: -2; PfHsp40 rescue: 0.1; DUSP3 inh: 20; PriA SSB inh: 19; BH1578 lux ind: inactive

How did O=[N+]([O-])c1ccc(OCCCCN2CCCCC2)cc1 do in these assays?
Yp Topo-I inh: 0; MazEF act: -2; Rv3671c inh: -1; 3CLpro inhibitor: 5; Anthrax LF prot: 0; PfHsp40 rescue: -0.9; DUSP3 inh: 39; PriA SSB inh: -7; BH1578 lux ind: inactive

(further entries)
What do the screens show for `COc1ccc(N2CCN(C(CNC(=O)C(=O)NCCC3=CCCCC3)c3ccco3)CC2)cc1` (stereo unspecified)?
Yp Topo-I inh: 11; MazEF act: 0; Rv3671c inh: -6; 3CLpro inhibitor: -4; Anthrax LF prot: 4; PfHsp40 rescue: -2.0; DUSP3 inh: -4; PriA SSB inh: 4; BH1578 lux ind: -0.4

How did Cc1cc(OCc2nc3ccccc3s2)ccc1N do in these assays?
Yp Topo-I inh: 3; TcdB GH inh: 6.4; MazEF act: 5; Rv3671c inh: -6; 3CLpro inhibitor: 1; Anthrax LF prot: 1; PfHsp40 rescue: -0.7; DUSP3 inh: 37; PriA SSB inh: 30; BH1578 lux ind: -0.5

What do the screens show for `COc1ccc(CC(=O)NC(C)C2COc3ccccc3O2)cc1OC` (stereo unspecified)?
Yp Topo-I inh: 15; TcdB GH inh: 2.1; MazEF act: -7; Rv3671c inh: 1; 3CLpro inhibitor: 4; Anthrax LF prot: -5; PfHsp40 rescue: -2.7; DUSP3 inh: 19; PriA SSB inh: -3; BH1578 lux ind: inactive

Results for CN(C)c1cccc(Oc2nc3c(c(=O)n(C)c(=O)n3C)n2C)c1 ?
Yp Topo-I inh: -2; TcdB GH inh: 0.7; MazEF act: 7; Rv3671c inh: 1; 3CLpro inhibitor: 2; Anthrax LF prot: 4; PfHsp40 rescue: 0.4; DUSP3 inh: 5; PriA SSB inh: -7; BH1578 lux ind: -2.0

What do the screens show for `CN(C)C(=O)c1cn(CCC#N)nc1-c1ccc2ccccc2c1`?
Yp Topo-I inh: -8; TcdB GH inh: 2.0; MazEF act: -1; Rv3671c inh: 1; 3CLpro inhibitor: 2; Anthrax LF prot: 12; PfHsp40 rescue: 1.3; DUSP3 inh: 6; PriA SSB inh: -15; BH1578 lux ind: 1.7

Results for COC(=O)c1[nH]c2ccc(C)cc2c1NC(=O)CCN1CCN(Cc2ccc3c(c2)OCO3)CC1 ?
Yp Topo-I inh: 21; MazEF act: -3; Rv3671c inh: -4; 3CLpro inhibitor: -8; Anthrax LF prot: -4; PfHsp40 rescue: 2.3; DUSP3 inh: 33; PriA SSB inh: -10; BH1578 lux ind: -1.2

What do the screens show for `O=S(=O)(Nc1ncccn1)c1ccc(NC(=S)NCc2ccco2)cc1`?
Yp Topo-I inh: -7; TcdB GH inh: -1.1; MazEF act: 7; Rv3671c inh: 7; 3CLpro inhibitor: -1; Anthrax LF prot: -11; PfHsp40 rescue: -1.9; DUSP3 inh: -7; PriA SSB inh: -2; BH1578 lux ind: inactive

How did CCCn1c(CCC(=O)O)ccc1-c1ccccc1 do in these assays?
Yp Topo-I inh: 5; TcdB GH inh: 0.7; MazEF act: 6; Rv3671c inh: -8; 3CLpro inhibitor: 0; Anthrax LF prot: -2; PfHsp40 rescue: 0.5; DUSP3 inh: 21; PriA SSB inh: -14; BH1578 lux ind: -1.0

What do the screens show for `CN1C(=S)SC(C)(C)C1N(O)C(=O)Nc1ccc(Cl)cc1` (stereo unspecified)?
Yp Topo-I inh: -20; TcdB GH inh: 0.8; MazEF act: 21; Rv3671c inh: -4; 3CLpro inhibitor: -3; Anthrax LF prot: -2; PfHsp40 rescue: 1.0; DUSP3 inh: -1; PriA SSB inh: -3; BH1578 lux ind: -0.4

What do the screens show for `CCCCNS(=O)(=O)c1ccc(OC)c(C)c1`?
Yp Topo-I inh: 4; MazEF act: 0; Rv3671c inh: 8; 3CLpro inhibitor: -2; Anthrax LF prot: 2; PfHsp40 rescue: -0.6; DUSP3 inh: 9; PriA SSB inh: -23; BH1578 lux ind: 0.5
